Screening results as filed in PubChem.
CRE-bla Fsk: Cell signaling CRE-BLA (Fsk stim) | AID 662, 2007 | Potency, µM (top dose mostly 38.2 µM), for the others: at the top dose activity change, negative = inhibition, most hits filed as activators | CHO CRE-bla reporter (cAMP response element driving beta-lactamase), forskolin EC10, beta-lactamase ratio | hit rate 2.5% among 71,000; active = well fitted activation curve with a large enough effect in the signal ratio, with a control signal flat, not every such curve was filed as active; inconclusive = small, poorly fitted or top-dose-only effect, or effect the other way, or a change in a side signal; the % refers to the signal ratio; also: potency is read from the fitted curve at half-maximal effect; % of control where 0% means no effect
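Forskolin analogue NKH 477 at EC10 stimulated CRE-driven beta-lactamase in CHO cells alongside compound dilution series. Beta-lactamase was measured with CCF4, excitation 405 nm, emission ratio 460/530 nm.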
15-hLO inh: qHTS Assay for Inhibitors of 15-hLO (15-human lipoxygenase) | purified 15hLO-1, xylenol orange hydroperoxide absorbance | Potency, µM (series often up to 57.1 µM), for the others: at the top dose activity change, negative = inhibition, usual class: inhibitors | hit rate 1.4% among 74,000; also: potency is read from the fitted curve at half-maximal effect; % is scaled to controls: 0 for no effect and ±100 for the full control effect; nearly all actives have a fitted effect of over 55% in size
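Purified human 15hLO-1 (40 nM final) in 25 mM Hepes pH 7.5, 0.01% Triton X-100 was preincubated with compound 15 min at room temperature, then reacted 6 min with 50 uM arachidonic acid; hydroperoxide detected by Fe-XO, 573/405 nm absorbance ratio.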
Ub-GFP proteasome: Ubiquitin-GFP Assay | Ubiquitin-GFP reporter cells, proteasome inhibition, GFP fluorescence; response scale: untreated = 0%, 10 µM MG-132 = 100% | Potency, µM (series often up to 45.9 µM), inactives show at the highest dose activation (GFP accumulation), hits mostly activators | 67,000 tested, under 10 active; active = well fitted activation curve with a large enough effect, not every such curve was filed as active; inconclusive = small, poorly fitted or top-dose-only effect, or another doubt; inactive = no such curve, though single readings can be large or run the other way; also: potency is read from the fitted curve at half-maximal effect
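U2OS cells stably expressing ubiquitin(G76V)-GFP, seeded overnight in 0.5% FBS medium, were exposed to compounds (qHTS, 46 uM to 2.9 nM) for 4 hr at 37 °C. GFP-positive cells were counted by laser cytometry (488 ex/515 em), normalized between basal and 10 uM MG-132.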
FLuc inh: qHTS Assay for Inhibitors of Firefly Luciferase; Potency, µM (doses to about 57.1 µM), without a hit: at the top dose activity change, negative = inhibition, usual class: inhibitors; purified firefly luciferase, luminescence, 8 min; hit rate 2.2% among 72,000; also: potency is read from the fitted curve at half-maximal effect; % is scaled to controls: 0 for no effect and ±100 for the full control effect; nearly all actives have a fitted effect of over 40% in size
Target sequence (P08659 whole entry, looked up): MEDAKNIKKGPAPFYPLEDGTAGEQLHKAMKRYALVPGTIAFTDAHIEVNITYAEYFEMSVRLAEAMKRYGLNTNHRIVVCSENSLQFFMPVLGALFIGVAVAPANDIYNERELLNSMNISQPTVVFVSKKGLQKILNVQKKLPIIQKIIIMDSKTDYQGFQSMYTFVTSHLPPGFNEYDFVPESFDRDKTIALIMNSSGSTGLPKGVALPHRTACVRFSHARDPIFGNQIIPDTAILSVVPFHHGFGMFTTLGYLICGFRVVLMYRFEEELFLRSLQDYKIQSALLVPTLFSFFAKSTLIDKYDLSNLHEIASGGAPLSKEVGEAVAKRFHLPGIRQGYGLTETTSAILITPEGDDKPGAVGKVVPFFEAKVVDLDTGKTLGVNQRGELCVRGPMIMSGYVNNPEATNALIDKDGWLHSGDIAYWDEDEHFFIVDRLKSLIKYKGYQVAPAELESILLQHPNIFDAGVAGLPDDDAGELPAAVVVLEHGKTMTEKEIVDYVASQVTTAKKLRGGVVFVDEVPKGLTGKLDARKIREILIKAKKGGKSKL
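Compounds were tested as concentration series (qHTS) against purified P. pyralis luciferase with luciferin and 10 uM ATP in 50 mM imidazole pH 7.2, 50 mM KCl, 7 mM MgCl2, 0.01% Tween 20, 0.05% BSA. Luminescence was read after 8 min at ambient temperature.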
DNA Pol III inh: qHTS Assay for Inhibitors of DNA Polymerase III Holoenzyme System; hit rate 0.25% among 71,000; AID 603, 2007; Potency, µM (top dose mostly 57.1 µM), without a hit: at the highest dose activity change, negative = inhibition; reconstituted DNA polymerase III holoenzyme replication, biochemical; also: potency is read from the fitted curve at half-maximal effect; % is scaled to controls: 0 for no effect and ±100 for the full control effect
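Reconstituted *E. coli* holoenzyme (0.35 nM Pol III, 1 nM beta, 154 nM SSB, 2 nM primase) was preincubated with compound for 15 min at RT. Synthesis on 1.4 nM ssM13Gori ran 35 min, then was stopped with PicoGreen/EDTA and read as dsDNA fluorescence.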
HBB splice mod: qHTS Assay for Modulators of Hemoglobin Beta Chain Splicing; HBB splicing reporter cell assay, activation; EGFP reporter with mutant IVS2-654 intron; response scale: normalised to 500 nM splice-correcting PNA; Potency, µM (doses to about 46.1 µM), inactives show at the top dose activation, most hits filed as activators; hit rate 0.06% among 65,000; AID 925, 2007; also: potency is read from the fitted curve at half-maximal effect; 0% is about no effect
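HeLa cells stably expressing EGFP interrupted by mutant beta-globin intron 2 (IVS2-654), 500/well in 2% FCS. Treated with compound for 2 days at 37C. Splicing correction scored as total well GFP intensity (488 nm excitation, 500-520 nm emission); 500 nM antisense PNA served as control.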
ERK AVP block: qHTS Assay for Inhibitors of the ERK Signaling Pathway using a Homogeneous Screening Assay; Potency, µM (top dose mostly 57.5 µM), for inactives: at the highest dose activity, negative = inhibition, usual class: inhibitors; hit rate 0.99% among 72,000; HEK293-V1b, vasopressin-stimulated pERK AlphaScreen; AID 995, 2007; also: potency is read from the fitted curve at half-maximal effect; % is scaled to controls: 0 for no effect and ±100 for the full control effect; nearly all actives have a fitted effect of over 55% in size
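V1b-HEK293 cells; cpd 30 min 37C; 25 nM vasopressin 5 min; lyse 10 min; AlphaScreen beads 5 hr RT. Normalized to DMSO basal and 25 nM vasopressin; AC50 by Hill fit.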
Tau fil binding: qHTS Assay for Tau Filament Binding; Microtubule-associated protein tau (Homo sapiens), P10636; Potency, µM (highest dose often 57.1 µM), without a hit: at the top dose activity change, negative = inhibition; recombinant tau filaments, thioflavin S fluorescence, 15 h; filaments grown with octadecylsulfate alongside compound; hit rate 2% among 71,000;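 also: potency is read from the fitted curve at half-maximal effect; % is scaled to controls: 0 for no effect and ±100 for the full control effect; actives lower thioflavin S fluorescence by blocking filaments or displacing dye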
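Assay mix: 1 uM His-tagged tau, 30 uM sodium octadecylsulfate, thioflavine S dye in HEPES/NaCl/DTT buffer. Compound is added prior to the inducer. Fluorescence after 15 h at 37 C.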
Epigenetic mod: qHTS Assay for Epigenetic Modulators; hit rate 0.09% among 68,000; mouse C127i GFP locus derepression, cytometry, 30 h; Potency, µM (highest dose often 46.1 µM), inactives show at the highest dose GFP derepression (activation); also: % of control where 0% means no effect
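Derepression screen: silenced CMV-GFP reporter in murine C127i cells, 30 h compound incubation at 37 C, washed cells imaged by laser-scanning cytometer to enumerate GFP-expressing objects of 20 to 120 um.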
Hsp90 Hop PPI: qHTS Assay for Disrupters of an Hsp90 Co-Chaperone Interaction. Potency, µM (top dose mostly 57 µM), for the others: at the top dose activity change, negative = inhibition. hit rate 0.44% among 71,000. AlphaScreen TPR2A-His6 binding biotin-Hsp90 C-terminal peptide. AID 595, 2007; active = well fitted curve in either direction with a large enough effect; inconclusive = small, poorly fitted or top-dose-only effect, or another doubt; also: potency is read from the fitted curve at half-maximal effect; % is scaled to controls: 0 for no effect and ±100 for the full control effect; many of its hits are not listed in these tables
HADH2 inhib: qHTS Assay for Inhibitors of HADH2 (Hydroxyacyl-Coenzyme A Dehydrogenase, Type II) | Potency, µM (top dose mostly 57.1 µM), inactives show at the top dose activity change, negative = inhibition, usual class: inhibitors | hit rate 3.4% among 73,000 | recombinant HADH2, NADH fluorescence, beta-hydroxybutyryl-CoA | 3-hydroxyacyl-CoA dehydrogenase type-2 (Homo sapiens), Q99714; also: potency is read from the fitted curve at half-maximal effect; % is scaled to controls: 0 for no effect and ±100 for the full control effect; nearly all actives have a fitted effect of over 60% in size; many of its hits are not listed in these tables
Target sequence (Q99714 whole entry, looked up, one chain of several): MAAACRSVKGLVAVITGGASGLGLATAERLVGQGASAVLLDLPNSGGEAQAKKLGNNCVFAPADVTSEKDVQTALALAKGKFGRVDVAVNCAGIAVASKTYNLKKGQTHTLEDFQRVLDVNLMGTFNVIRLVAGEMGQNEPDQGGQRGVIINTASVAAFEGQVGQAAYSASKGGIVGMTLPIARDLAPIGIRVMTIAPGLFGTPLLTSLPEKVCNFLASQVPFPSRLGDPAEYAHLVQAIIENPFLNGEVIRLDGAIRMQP
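Read-out: 360 nm excitation, 450 nm emission, kinetic over 4 min. Conditions: His-tagged human HADH2 20 nM, pH 9.0 Tris with Tween-20, 1 mM NAD+, 90 uM beta-hydroxybutyryl-CoA.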
The depositor's hits bear a star; ? = inconclusive; · = not tested or not shown; & = joins results of further samples; [ ] = dose if it differs, or a comment. Unless noted, calls follow the shape of the dose curve; as a rule, active = well fitted curve in the direction sought with a large enough effect; inconclusive = small, poorly fitted or top-dose-only effect, or another doubt; inactive = no such curve, though single readings can be large; an effect the other way counts as inactive or inconclusive. This is a subset (hit frequency here may not be typical).

SMILES	CRE-bla Fsk	15-hLO inh	Ub-GFP proteasome	FLuc inh	DNA Pol III inh	HBB splice mod	ERK AVP block	Tau fil binding	Epigenetic mod	Hsp90 Hop PPI	HADH2 inhib
CCOC(=O)c1sc2ncnc(NCC(c3cccs3)N(C)C)c2c1C (centres undefined)	6%	-4%	0%	2%	7%	-0.2%[57.5 µM]	3%	-10%	-2%	-1%	-14%
CCc1ccc(C(=O)CSc2n[nH]c(C)n2)cc1	?	-1%[11.4 µM]	-5%[9.17 µM]	-10%	-2%[11.4 µM]	-2.8%[0.0738 µM]	-25%	8%[11.4 µM]	-2%	-3%[11 µM]	8%[11.4 µM]
CCOC(=O)c1c(NC(=O)CSc2nnc(-c3ccccc3C)n2C)sc(C(C)=O)c1C	?	-27%	3%	8%	-8%	-3.7%	?	-22%	1%	-9%	25µM*
C[C@@H]1C[C@H](OC(=O)[C@@H](O)c2ccccc2)CC(C)(C)N1C	-5%[17.1 µM]	11%[25.6 µM]	-7%[20.5 µM]	5%[25.5 µM]	-8%[25.6 µM]	0.6%[20.6 µM]	-3%[25.7 µM]	-19%[25.6 µM]	-1%[20.6 µM]	0%[26 µM]	10%[25.6 µM]
CCCc1nc2ccccc2c(=O)n1/N=C/c1ccccc1O	19%	?	2%	-1%	0%	-1.7%	-8%	8%	1%	-9%	-7%
Cn1c(N2CCCCC2)nc2c1c(=O)[nH]c(=O)n2C	?	2%	·	1%	-3%	0.2%[0.369 µM]	-23%	-10%	2%	0%	14%
C=CCSc1nnc(CSc2nc3sc4c(c3c(=O)[nH]2)CCCC4)n1-c1ccccc1	?	-21%	12%	4%	2%	2.1%	-13%	181%	1%	-5%	?
CCC(C)(C)n1nnnc1C(c1ccncc1)N1CCN(c2cccc(OC)c2)CC1 (centres undefined)	1%	0%	1%	2%	1%	·	-4%	-5%	4%	-5%	-8%
Cc1cnc(CNc2ccnc(-c3cccc(NS(C)(=O)=O)c3)n2)cn1	?	12%	0%	-1%[2.29 µM]	-7%	1.3%	-5%	-10%	9%[9.22 µM]	-4%	-6%
CCOc1ccc(C2N(c3ccc(F)cc3)C(=O)C3CCCN32)cc1OC (centres undefined)	6%	-1%	-9%	1%	1%	-0.2%	-2%	-1%	1%	-1%	9%
COc1ccccc1Oc1nc2c(c(=O)n(Cc3ccccc3F)c(=O)n2C)n1C	-5%	-2%	-7%	1%	-3%	-0.7%	-24%	6%	-1%	-3%	9%
O=C(c1ccccc1)N(Cc1ccc2c(c1)OCO2)Cc1nc2ccccc2c(=O)[nH]1	?	3%	-2%	0%	13%	-0.2%	?	2%	-1%	-6%	8%
C=CCn1c(SCC(=O)NCC2CCCO2)nc2scc(-c3ccco3)c2c1=O (centres undefined)	6.3µM*	-17%	8%	-1%	-6%	1.5%	-24%	22%	-2%	-3%	-11%
N[C@H](CCC(=O)N[C@H](CSN=O)C(=O)NCC(=O)O)C(=O)O	22%&-2%	-6%[25.6 µM]	1%&3%	0%&-5%	-3%&-3%	-0.6%	9%&-10%	?	0%&-1%	-5%&-1%	?
CN1c2ccccc2N(C)C1c1ccc2c(c1)OCO2	-3%	5%	4%	0%	-4%	-0.5%	-3%	14%	3%	-4%	-5%
O=c1c2ccccc2nc(-c2ccccc2)n1CCCN1CCOCC1	0%	8%	2%	4%	-10%	-0.5%[57.5 µM]	-15%	-5%	3%	-3%	4%
O=C(c1cnccn1)N1CCC2(CC1)CN(Cc1cc(C(F)(F)F)cc(C(F)(F)F)c1)C2	-11%	9%	0%	-2%[11.4 µM]	-6%	5.2%	-15%	-8%	2%[9.22 µM]	-2%	-21%
COC(=O)c1ccc(NC(=O)CS(=O)(=O)Cc2ccccc2)cc1	-2%	-13%	1%	0%	-2%	-1.0%	-7%	-3%	0%	-1%	2%
Cn1c(=O)[nH]c2ncn(C)c2c1=O	-1%	-8%&8%	-2%	-1%	-4%	3.1%	26%&3%	-11%	0%	-5%	-6%
C=CCn1c(SCC(=O)NCc2ccccc2)nnc1-c1ccccc1O	-6%	-2%	-7%	0%	1%	-1.0%	-9%	0%	-4%	0%	1%
COC(=O)N1CCC2(CC1)CN(C(c1ccccc1)c1ccccc1)C2	-13%	-8%	3%	0%[11.4 µM]	-1%	3.2%	?	0%	0%[9.22 µM]	-4%	-7%
O=c1cc(NCCO)c2ccccc2o1	2%	4%	7%	-1%	-4%	1.9%	-25%	1%	2%	-5%	6%
COc1cccc(C2CC(C(F)(F)F)n3ncc(C(=O)NCc4ccco4)c3N2)c1 (centres undefined)	-11%	-6%	-8%	3%	-1%	3.6%	1%	-6%	10%	-5%	-6%
COc1cccc(-c2ccc3ncnc(N4CCNCC4)c3c2)c1	?	16%	-3%	2%[2.29 µM]	8%	-1.5%	-18%	8%	-3%[9.22 µM]	-9%	7%
Oc1c(C(c2ccccn2)N2CCOCC2)ccc2cccnc12 (centres undefined)	-9%	32%[activator]	-1%	1%	-4%	1.3%[57.5 µM]	2%	-8%	2%	2µM*	-11%
C=CCN1CCN(C(c2ccc(OC)c(OC)c2)c2nnnn2C(C)(C)C)CC1 (centres undefined)	-1%	-9%	0%	1%	-3%	0.8%[57.5 µM]	1%	6%	-2%	-2%	3%
COc1ccc(NC(=O)c2cccs2)cc1O	17%	-1%	-5%	?	-1%	4.6%	2%	1%	-1%	2%	-7%
CC(C(N)=O)N1C(=O)C2C3C=CC(C3)C2C1=O (centres undefined)	-1%	-2%	0%	1%	-1%	-1.0%	-2%	-4%	0%	0%	7%
Cc1ccc(N2C(=O)CSC23C(=O)Nc2ccccc23)cc1 (centres undefined)	-18%	5%	-5%	1%	-7%	-0.8%	8%	3%	-1%	-2%	2%
c1cc(-c2sc(-c3ccncc3)c(-c3ccncc3)c2-c2ccncc2)ccn1	0%[7.6 µM]	16%[11.4 µM]	0%[9.17 µM]	-1%[11.4 µM]	-4%[11.4 µM]	-0.2%[9.22 µM]	-6%[11.5 µM]	-8%[11.4 µM]	3%[9.22 µM]	-4%[11 µM]	14%[11.4 µM]
CCOC(=O)c1sc2nc(C)cc(C)c2c1NC(=O)c1ccco1	13%	-4%	-4%	-39%	-2%	1.8%	-4%	6%	0%	-3%	9%
CCS(=O)(=O)Nc1ccc(-c2nnc(SCC(=O)OC)o2)cc1	-6%	5%	2%	-5%	-3%	-0.8%	-16%	-21%	0%	-9%	35%[activator]
O=C1C2=C(SCCS2)C(=O)N1c1ccccc1	0%	8%	9%	-5%	-2%	-0.5%	-25%	-5%	0%	-2%	3%
COc1ccc(S(=O)(=O)NCC(c2cccnc2)N2CCN(c3ccccc3OC)CC2)cc1C (centres undefined)	14%	0%	0%	-3%	-4%	0.0%	-6%	-12%	1%	-10%	-12%
COc1cccc(C2CC(=O)NC3=C2C(=O)CCC3)c1 (centres undefined)	1%	10%	11%	1%	-8%	-0.7%	23%	4%	2%	-1%	7%
CCC/C(O)=C1\C(=O)CC(C)(C)CC1=Nc1ccc(OC)cc1OC	?	?	1%	-2%	-6%	·	31%[activator]	-9%	0%	-2%	6%
Cc1cc(CN2C(=O)c3ccccc3C2=O)on1	2%	3%	-3%	-3%	-6%	2.0%	-7%	-11%	-3%	4%	0%
CCn1nc(C(=O)OCC(=O)N2c3ccccc3CC2C)c2ccccc2c1=O (centres undefined)	?	-6%	-1%	-33%	2%	-3.6%	-3%	4%	-1%	-1%	7%
Cc1onc(-c2c(F)cccc2Cl)c1C(=O)NCc1ccccn1	2%	8%	-11%	0%	-3%	-1.6%	4%	20%	3%	-5%	-3%
